# Compound activity from PubChem BioAssay.
# 12-LOX inh: Primary qHTS assay for inhibitors of human arachidonate 12S-lipoxygenase (ALOX12): Round 2. actives 1.1% (n = 580,000). Potency, µM (doses to about 108 µM), for the others: top-dose activity change, negative = inhibition, usual class: inhibitors. purified 12hLO, xylenol orange hydroperoxide absorbance. Polyunsaturated fatty acid lipoxygenase ALOX12 (Homo sapiens), P18054. AID 1671190, 2021; also: % is scaled to controls: 0 for no effect and ±100 for the full control effect
#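 Purified human 12hLO (150 nM final) in 25 mM Hepes, 0.01% Triton X-100, pH 7.0 was preincubated 15 min at room temperature with compound. Then 40 uM arachidonic acid was added, 30 min. Hydroperoxide was read by Fe-XO absorbance ratio 573/405 nm.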
# RXFP1 agonist: qHTS Assay for Agonists of the Relaxin Receptor RXFP1. Relaxin receptor 1 (Homo sapiens), Q9HBX9. HEK293T-RXFP1 cAMP TR-FRET, 30 min; response scale: percent of porcine relaxin response, buffer zero. Potency, µM (doses to about 57.5 µM), inactives show at the top dose activation, actives largely listed as activators. actives 0.3% (n = 370,000). AID 2676, 2010; also: % is scaled to controls: 0 for no effect and ±100 for the full control effect; nearly all actives have a fitted effect of over 60% in size; many of its hits are not listed in these tables
#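 cAMP rise read by TR-FRET after 30 min, 37C compound exposure (up to 58 uM) in RXFP1-transfected HEK293 cells with Ro 20174 present. EC50 from Hill-equation fits, with 29 nM porcine relaxin as 100% and buffer as basal.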
# TrxR1 substrate: qHTS Assay for Substrates of Mammalian Selenoprotein Thioredoxin Reductase 1 (TrxR1): qHTS; Thioredoxin reductase 1, cytoplasmic (Rattus norvegicus), O89049; purified TrxR1 substrate turnover, NADPH consumption readout; Potency, µM (titrated, usually from 114 µM), for the others: top-dose activity change, negative = substrate turnover; actives 0.01% (n = 390,000); AID 588456, 2011; also: % is scaled to controls: 0 for no effect and ±100 for the full control effect; nearly all actives have a fitted effect of over 50% in size
#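 Rat TrxR1, dispensed at 90 nM, was prereduced with 400 uM NADPH (final) for 5 min at ~22 deg C, then incubated with compound 15 min before 400 uM selenite. A first-read NADPH fluorescence drop versus no-compound background flagged substrates.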
# RGS4 inh: Inhibitors of Regulator of G Protein Signaling (RGS) 4: qHTS. AID 504845, 2011. Potency, µM (doses to about 114 µM), for inactives: at the top dose activity change, negative = inhibition, hits mostly inhibitors. Regulator of G-protein signaling 4 (Homo sapiens), P49798. actives 0.039% (n = 390,000). Transcreener GDP fluorescence polarization, RGS4-accelerated GTP hydrolysis; also: % is scaled to controls: 0 for no effect and ±100 for the full control effect; nearly all actives have a fitted effect of over 75% in size; some results filed as inactive show a strong effect at the top dose
# Target sequence (P49798 whole entry, looked up): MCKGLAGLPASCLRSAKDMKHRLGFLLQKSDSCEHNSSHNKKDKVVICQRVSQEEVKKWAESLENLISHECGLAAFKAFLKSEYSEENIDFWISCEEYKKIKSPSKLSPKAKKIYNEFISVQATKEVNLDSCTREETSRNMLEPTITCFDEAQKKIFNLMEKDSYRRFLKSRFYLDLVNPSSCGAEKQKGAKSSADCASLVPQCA
#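 MLSMR compounds (23 nl, pin-transferred) preincubated 10 min at room temperature with a 500nM (2x) first reagent, then RGS4 at 900nM (2x) plus Transcreener GDP mix added; fluorescence polarization (620/688 nm) read before and after 90 min at 30 °C.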
# mIDH1 inhibitor: qHTS for Inhibitors of mutant isocitrate dehydrogenase 1 (IDH1): qHTS; IDH1-R132H enzyme, NADPH consumption, diaphorase/resazurin fluorescence; Potency, µM (series often up to 76.6 µM), for the others: at the highest dose activity change, negative = inhibition, actives largely listed as inhibitors; actives 0.093% (n = 390,000); AID 602179, 2012; also: % is scaled to controls: 0 for no effect and ±100 for the full control effect; nearly all actives have a fitted effect of over 65% in size
# Target sequence (O75874 whole entry R132H, stated change not applied): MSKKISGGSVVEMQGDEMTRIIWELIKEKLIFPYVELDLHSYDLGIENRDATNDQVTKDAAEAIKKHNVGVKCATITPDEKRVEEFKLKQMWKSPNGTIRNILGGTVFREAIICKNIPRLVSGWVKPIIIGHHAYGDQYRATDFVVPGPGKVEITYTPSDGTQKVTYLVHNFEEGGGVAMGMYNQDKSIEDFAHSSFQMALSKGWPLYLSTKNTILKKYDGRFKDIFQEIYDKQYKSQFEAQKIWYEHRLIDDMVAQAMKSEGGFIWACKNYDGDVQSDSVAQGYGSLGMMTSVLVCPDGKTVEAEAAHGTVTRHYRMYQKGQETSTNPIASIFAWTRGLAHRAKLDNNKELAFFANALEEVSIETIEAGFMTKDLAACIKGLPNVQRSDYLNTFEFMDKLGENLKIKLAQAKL
#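 IDH1-R132H (0.5 ug/mL dispensed) in pH 7.5 Tris buffer was preincubated 30 min with compound, then given a substrate mix of 0.016 mM NADPH and 2 mM alpha-KG for 80 min at room temperature; remaining NADPH was read by diaphorase/resazurin fluorescence.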
# Vif-A3G inh: qHTS for Inhibitors of Vif-A3G Interactions: qHTS | DNA dC->dU-editing enzyme APOBEC-3G (Homo sapiens), Q9HC16 | HeLa A3G-eYFP + Vif (tagged APOBEC3G with the HIV-1 protein that degrades it), YFP fluorescence, overnight | Potency, µM (titrated, usually from 46.1 µM), without a hit: at the top dose activity, negative = active, actives largely listed as inhibitors | actives 0.076% (n = 410,000) | AID 602310, 2012;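 also: % is scaled to controls: 0 for no effect and ±100 for the full control effect; nearly all actives have a fitted effect of over 60% in size; hits raise eYFP signal because A3G escapes Vif-driven loss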
# Target sequence (Q9HC16 whole entry, looked up): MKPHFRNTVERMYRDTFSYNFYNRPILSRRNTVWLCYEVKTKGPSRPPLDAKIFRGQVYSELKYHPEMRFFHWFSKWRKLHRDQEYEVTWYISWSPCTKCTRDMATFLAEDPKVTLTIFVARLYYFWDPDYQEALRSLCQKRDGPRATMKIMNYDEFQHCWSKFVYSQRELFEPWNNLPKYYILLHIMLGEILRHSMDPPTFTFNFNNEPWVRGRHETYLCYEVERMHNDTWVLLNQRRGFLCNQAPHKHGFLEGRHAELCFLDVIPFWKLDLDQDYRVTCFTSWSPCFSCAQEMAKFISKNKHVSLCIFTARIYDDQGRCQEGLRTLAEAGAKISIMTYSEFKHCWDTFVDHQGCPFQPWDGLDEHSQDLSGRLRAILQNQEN
#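 HeLa cells stably expressing Vif and C-terminally eYFP-tagged A3G, seeded overnight at 37 deg C, then exposed to compound by pintool overnight at 37 deg C. Rise in yellow fluorescence (Ex 488/Em 500-530, Acumen) marks blocked Vif-driven A3G degradation.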
# TrxR1 inh: qHTS Assay for Inhibitors of Mammalian Selenoprotein Thioredoxin Reductase 1 (TrxR1): qHTS. Thioredoxin reductase 1, cytoplasmic (Rattus norvegicus), O89049. recombinant rTrxR1, NADPH fluorescence consumption, selenite substrate. Potency, µM (highest dose often 114 µM), for inactives: top-dose activity change, negative = inhibition, most hits filed as inhibitors. actives 1% (n = 390,000). AID 588453, 2011; also: % is scaled to controls: 0 for no effect and ±100 for the full control effect; nearly all actives have a fitted effect of over 65% in size
#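 Rat TrxR1 (90 nM in the dispensed reagent) was pre-reduced with 400 uM NADPH for 5 min at room temperature, then incubated with compound for 15 min. After 400 uM selenite was added, NADPH fluorescence (Ex 340/Em 450 nm) was followed for 8 min.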
# Vif-APOBEC3F blk: qHTS for Inhibitors of Vif-A3F Interactions: qHTS | actives 0.2% (n = 390,000) | AID 602313, 2012 | Potency, µM (series often up to 46.1 µM), inactives show top-dose activity, negative = active | HeLa A3F-eYFP + Vif (tagged APOBEC3F with the HIV-1 protein that degrades it), YFP fluorescence increase; also: % of control where 0% means no effect; nearly all actives have a fitted effect of over 65% in size
#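 HeLa cells stably expressing A3F-eYFP plus Vif, plated and incubated overnight at 37 deg C, then exposed to compounds overnight at 37 deg C. Blocked degradation read as raised yellow fluorescence (Ex 488/Em 500-530).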
# USP1 inh: Inhibitors of USP1/UAF1: Primary Screen. actives 0.23% (n = 390,000). recombinant USP1/UAF1, Ub-Rhodamine cleavage fluorescence. Ubiquitin carboxyl-terminal hydrolase 1 (Homo sapiens), O94782. Potency, µM (series often up to 57.1 µM), without a hit: top-dose activity change, negative = inhibition, actives largely listed as inhibitors. AID 743255, 2014; also: % is scaled to controls: 0 for no effect and ±100 for the full control effect; nearly all actives have a fitted effect of over 60% in size; inactives centre near -12
#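 USP1/UAF1 complex at 1 nM was preincubated with compound for 15 min at room temperature, then Ub-Rho substrate (150nM final) was added. Fluorescence (480/540 nm) was read kinetically, 6 reads every 60 seconds.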
# Numbers without * were called inactive; ? = inconclusive; · = no result given; [ ] = dose if it differs, or a comment. Calls follow the shape of the dose curve; as a rule, active = well fitted curve in the direction sought with a large enough effect; inconclusive = small, poorly fitted or top-dose-only effect, or another doubt; inactive = no such curve, though single readings can be large; an effect the other way counts as inactive or inconclusive. Potency is read from the fitted curve at half-maximal effect. The list is partial (hit frequency here may not be typical).
SMILES,12-LOX inh,RXFP1 agonist,TrxR1 substrate,RGS4 inh,mIDH1 inhibitor,Vif-A3G inh,TrxR1 inh,Vif-APOBEC3F blk,USP1 inh
CCN(CC)S(=O)(=O)c1ccc2c(c1)nc(CCC(=O)OCC(=O)N1CCc3ccccc31)n2C,11%,-0.6%,-2%,-13%[11.4 µM],-3%,3%,28%[57.1 µM],2%,-3%
CCOc1ccc(C(=O)N(CC)CC(=O)Nc2ccc3c(c2)OCCO3)cc1OCC,2%,1.9%,1%,-1%,2%,-3%,2%,-18%,-23%
Cc1c(NC(=O)CSCc2ccco2)c(=O)n(-c2ccccc2)n1C,0%,-0.4%,0%,-17%,-3%,0%,4%,7%,-2%
Cc1cccc(N(C(=O)CCC(=O)Nc2cc(C)on2)C(C(=O)NC2CCCC2)c2ccccc2)c1 (stereo not drawn),-11%,1.2%,13%[0.0914 µM],-2%,45µM*,-4%,15%[57.1 µM],-5%,-18%
O=C(COc1cccc(Cl)c1)NCc1ccccc1,179%[activator],3.8%,1%,-25%,4%,-6%,4%,-25%,-19%
COc1ccc(NC(=O)COC(=O)C2CCCN2C(=O)OC(C)(C)C)cc1Cl (stereo not drawn),14%,·,·,·,7%,1%,·,0%,-12%
CSCCC(N=C1NS(=O)(=O)c2ccccc21)C(=O)N1CCCC(C(N)=O)C1 (stereo not drawn),-19%,1.0%,-1%,-10%,4%,-4%,-1%,0%,-21%
Cc1cccc(N2CCN(Cc3nc(CC4CC4)no3)CC2)n1,46%[activator],-0.6%,4%,3%,4%,3%,3%,7%,-22%
O=C(O)/C=C/C(=O)N1CCN(S(=O)(=O)c2cccc(C(F)(F)F)c2)CC1,?,1.6%,0%[57.1 µM],-13%,0%,1%,2%[57.1 µM],-4%,-18%
COc1ccc(C(CNC(=O)c2cccc(S(=O)(=O)Nc3ccccc3OC)c2)N2CCCCC2)cc1 (stereo not drawn),?,·,-4%,-1%,8%,2%,-4%,5%,-4%
COc1ccc(-c2cc(=O)c3cc(O)ccc3o2)cc1,20%,3.0%,2%,5%,-3%,1%,7%,4%,7%
COc1ccc(/C(O)=C2/C(=O)C(=O)N(CCN3CCOCC3)C2c2ccccn2)cc1OC (stereo not drawn),-25%,2.2%,-11%,?,7%,2%,45µM*,·,-11%
CCC(CC)C(=O)OCC(=O)Nc1cccc([N+](=O)[O-])c1,0%,0.3%,-18%[57.1 µM],-18%,10%,-1%,11%[57.1 µM],-11%,-18%
O=C(NNc1ccccc1[N+](=O)[O-])Nc1ccc(Cl)c(Cl)c1,?,0.0%,6%[57.1 µM],12%,-5%,-4%,13%,?,-24%
O=C(O)C1=CC(c2ccc(Br)cc2)n2ncnc2N1 (stereo not drawn),-13%,1.2%,-3%,-7%,-7%,0%,5%,8%,?
c1ccc(-c2noc(-c3ccc4ccccc4c3)n2)nc1,·,0.8%,24%,-8%,3%,1%,24%,10%,-1%
COc1ccc(NC(=O)C2CCCN(C(=O)c3cnn(-c4ccc(F)cc4)c3-n3cccc3)C2)cc1 (stereo not drawn),0%,-0.1%,-2%,6%,-6%,-5%,8%,4%,-29%
COc1ccc(Cc2nnc(SCC(=O)N3CCCCC3)o2)cc1,1%,2.3%,12%,-26%,3%,1%,47%[activator],1%,-19%
O=C(CSc1oc(-c2cccs2)nc1S(=O)(=O)c1ccccc1)Nc1ccc(F)cc1,-22%,1.1%,-6%,-16%,19%,-3%,-8%,-8%,-24%
O=c1[nH]c(=O)n(C2CC(O)C(CO)O2)cc1Br (stereo not drawn),-11%,·,2%[11.4 µM],-12%,0%,2%,5%[11.4 µM],-2%,-8%
C=CCNC(=O)CC1Nc2c3ccccc3nc(=S)n2C1=O (stereo not drawn),18µM*,13%,7%[57.1 µM],-33%,8%,1%,1%[57.1 µM],3%,-21%
CCc1ccc(NCc2cc3cc4c(cc3n(CC(=O)Nc3ccc(OC)cc3)c2=O)OCO4)cc1,1%,5.9%,3%[57.1 µM],-2%,-18%,2%,15%[57.1 µM],-1%,-20%
Cc1ccc(S(=O)(=O)NC(=O)N(C)C2CCCCC2)cc1,-21%,-0.6%,4%,-8%,16%,-3%,14%[11.4 µM],?,?
CC1CCN(S(=O)(=O)c2ccc3c(c2)N(CC(=O)NCCc2ccccc2)C(=O)CO3)CC1,?,1.1%,-1%,9%,-11%,2%,20%,1%,-24%
CCOc1ccc(NC(=O)CSc2ncc(-c3ccc(F)cc3)n2Cc2ccco2)cc1,28%,0.0%,1%,0%[11.4 µM],-5%,2%,39%[activator],1%,-25%
CCOc1ccc(NC(=O)Nc2ccc3c(c2)N(C)C(=O)CS3)cc1,-5%,-1.7%,3%,-7%,8%,-3%,10%,-4%,-17%
CCOC(=O)C1ON2CCCCC2C1(O)C(F)(F)F (stereo not drawn),2%,-1.0%,-2%[57.1 µM],34%,-3%,-2%,-4%[57.1 µM],-2%,-17%
Cc1ccc(SCc2cc(=O)[nH]c(/N=C(\N)Nc3cccc4ccccc34)n2)cc1,2%,2.5%,5%,28%[11.4 µM],-2%,0%,24%,-16%,-9%
CCOC(=O)c1c(SC)[nH]c2c(Cl)cccc2c1=O,0%,?,-5%,8%,2%,-3%,4%[57.1 µM],0%,1%
O=C(c1ccc([N+](=O)[O-])c(CS(=O)(=O)c2ccc(Cl)cc2)c1)N1CCCCC1,1%,-1.1%,1%[57.1 µM],23%,3%,0%,-4%[57.1 µM],-4%,-8%
Cc1ccccc1C(=O)Nc1ccc2c(c1)C(=O)NC2=O,-2%,10%,31%[activator],1%,-5%,3%,33%,-3%,-15%
CC(C)NC(=O)C1CCCN(S(=O)(=O)c2ccc3c(ccn3C)c2)C1 (stereo not drawn),?,2.2%,7%[57.1 µM],0%,-7%,-3%,19%[57.1 µM],0%,-14%
O=C(/C=C/c1cccc(O)c1)c1cccnc1,-10%,1.3%,-5%,?,2%,-17%,?,-4%,7%
CC(=O)C(CC(=O)N1CCCC1)C(=O)Nc1ccc(Cl)cc1 (stereo not drawn),7%,·,3%,0%,9%,2%,10%,-16%,-19%
Cc1ccc(OC(=O)CCC(=O)Nc2ccc(C(N)=O)cc2)cc1,?,·,3%[11.4 µM],-5%,5%,-2%,12%[11.4 µM],2%,-4%
C=CCc1cccc(/C=N/c2ncn[nH]2)c1O,-9%,0.3%,2%,35%,-2%,0%,14%,·,-1%
O=C(CC1CC1)Nc1ccc2c(c1)[C@H]1C[C@H](CC(=O)N3CCc4ccccc4C3)O[C@@H](CO)[C@H]1O2,?,·,·,·,-9%,-4%,·,-18%,-11%
O=C(CN1C(=O)NC2(CCc3ccccc32)C1=O)Nc1ccc(Cl)cc1F (stereo not drawn),-25%,·,·,·,1%,-5%,·,-1%,-24%
Cc1cc(N2C(=O)C=CC2=O)c([N+](=O)[O-])cc1C,·,0.8%,10%,?,5%,-16%,2.8µM*,4%,-14%
CCOC(=O)c1c(C)[nH]c(C)c1S(=O)(=O)N1CCCC(C(=O)Nc2ccc(C)c(N(C)C)c2)C1 (stereo not drawn),?,-0.7%,-1%[57.1 µM],-8%,-12%,1%,9%[57.1 µM],-19%,-12%
Cc1cc(C)n2nc(SCC(=O)c3c(N)n(CC(C)C)c(=O)n(C)c3=O)nc2n1,-4%,3.2%,-11%,-16%,-3%,-3%,?,-6%,-4%
Cc1cnc(NC(=O)CSc2nnc(C)s2)s1,0%,0.9%,-1%,-17%,1%,0%,-25%,-8%,-23%
Cc1cc(NC(=O)c2cc3ccccc3o2)ccc1NC(=O)c1ccccc1,14%,-0.5%,32%,-27%,20%,-6%,5%,2%,-17%
Cc1ccc(-c2cc(-c3coc4ccccc4c3=O)c3c(n2)-c2cc(Cl)ccc2OC3)cc1,9%,-0.3%,2%,13%,-15%,-1%,21%,-1%,-9%
Cc1ccc(C2=NS(=O)(=O)N(C)C(C(=O)NCc3ccccc3)=C2)cc1,12%,2.5%,-4%[57.1 µM],9%,-2%,2%,-5%[57.1 µM],-1%,-16%
